PKA-R1A activ – activators of PKA-R1A holoenzyme, primary screen, biochemical, fluorescence polarization, Cy5-IP20, bovine R1A, mouse PKAc; activation, % at 11.4 µM; AID 504707, 2011; 340,000 compounds, 0.083% hits; PKA-R1A dissociation; scaled: DMSO 0%, 113 µM cGMP 100%; cAMP-dependent protein kinase type I-alpha regulatory subunit (Bos taurus) + …;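 active = percent activation above the mean of all tested compounds plus 3 SD, cut at about 19% in these data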;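 also: higher means more PKAc released from R1A so a rise in polarization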
dFosB act – activators of delta FosB homodimer, primary screen, biochemical, fluorescence polarization, TAMRA-CDK5 oligo, single point. 340,000 compounds, 0.99% hits. purified delta FosB; percent of positive-control signal above neutral wells. activation, % at 25 µM. Protein FosB (Mus musculus), P13346. AID 493131, 2011;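 active = mean activation above about 17%, with every replicate also reaching it, limit read from the data, passing the limit was not always enough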;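 also: fluorescence polarization rise as delta FosB binds a TAMRA Cdk5 AP-1 oligo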
Target sequence (P13346 whole entry, looked up): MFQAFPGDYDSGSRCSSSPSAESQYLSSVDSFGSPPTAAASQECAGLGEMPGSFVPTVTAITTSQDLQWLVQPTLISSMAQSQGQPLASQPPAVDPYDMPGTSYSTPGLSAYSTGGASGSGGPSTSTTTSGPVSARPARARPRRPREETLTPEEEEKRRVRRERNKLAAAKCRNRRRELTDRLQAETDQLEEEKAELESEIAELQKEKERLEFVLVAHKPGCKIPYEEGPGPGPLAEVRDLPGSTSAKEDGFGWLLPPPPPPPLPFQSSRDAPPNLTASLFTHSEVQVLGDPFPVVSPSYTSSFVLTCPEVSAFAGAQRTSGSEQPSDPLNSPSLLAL
SUMO Mot1 rescue – yeast Mot1-301 growth rescue at high temperature, primary screen, SUMOylation pathway inhibitor project, S. cerevisiae, ATP luminescence, 38.5C. S. cerevisiae Mot1-301 growth rescue; percent above DMSO median, 100 means doubled. 320,000 compounds, 1% hits. growth rescue, % at 18.8 µM. AID 2716, 2010;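 active = every valid replicate shows activation above 250% relative to neutral control wells; inactive = the rest, any valid replicate at or below 250%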;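 also: OY570 slx delta 5 strain wells were the positive control but not used for scaling; some compounds called inactive have numbers as strong as hits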
NSD2 HMT inh – NSD2 histone methyltransferase inhibitors, primary screen, biochemical, AlphaScreen, single concentration, set 2 | NSD2 peptide methylation, 120 min | inhibition, % at 12.5 µM | 310,000 compounds, 0.54% hits | Histone-lysine N-methyltransferase NSD2 (Homo sapiens), O96028; in the data active = inhibition above about 50%
SR-BI DiI-HDL act – activators of SR-BI mediated DiI-HDL uptake, primary screen, ldlA[mSR-BI] CHO cells, DiI fluorescence; 3 h; 100 = double the neutral-control signal; activation, % at 12.5 µM; 320,000 compounds, 0.096% hits; AID 504775, 2011;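 active = mean replicate activation of at least 60% and every replicate at or above 60%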;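 also: 0% = median plate neutral-control signal and 100% = twice that signal; values of inactives mirror those of a sister screen read the other way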
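Material: SR-BI-overexpressing, LDLR-lacking CHO cells | Dosing: Single compound concentration, delivered by pin transfer | Probe or stimulus: Labelled HDL, 10 µg/mL | Signal: Bottom-read cell fluorescence after medium removal, ex 550/em 595 nm | Schedule: 3 h, 37 °C | Evaluation: HDL uptake via cellular fluorescence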
Arr AP2 block – inhibitors of beta-arrestin/AP2 binding, primary screen, biochemical, GPCR trafficking, flow cytometry | beta-arrestin 1 C-terminal peptide binding to AP2 beta2-adaptin appendage (human) | FITC-arrestin peptide / GST-AP2 beads; AP2 beta2 appendage carries R879A mutation | inhibition, % at 10 µM | 340,000 compounds, 0.31% hits | AID 504490, 2011;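 active = inhibition above a set limit, near 3 SD of compounds lacking own fluorescence, cut at about 54% in these data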;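 also: plate controls were DMSO wells for no effect and 5 µM unlabelled arrestin peptide for full effect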
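System: GST-AP2 R879A bound to glutathione beads, E. coli-expressed. Also added: 50 nM FITC-arrestin peptide. Schedule: compound with beads 12 min RT, then probe 1 h RT. Signal: bead flow cytometry, FITC channel. Read-out basis: percent response.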
SR-BI HDL uptake – inhibitors of SR-BI mediated HDL lipid uptake, primary screen, ldlA[mSR-BI] cells, fluorescence, single point; inhibition, % at 12.5 µM; Scavenger receptor class B member 1 (Mus musculus), Q61009; AID 488896, 2010; 320,000 compounds, 0.96% hits; ldlA[mSR-BI] CHO cells, DiI-HDL uptake fluorescence, 3 h;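 active = mean replicate inhibition of at least 70% and a set share of replicates each scoring 70 or more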;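 also: 0% = median of neutral control wells and 100% = median of positive control wells; values of inactives mirror those of a sister screen read the other way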
CDK5 inh – inhibitors of human CDK5/p35 kinase, primary screen, biochemical, single concentration | Cyclin-dependent kinase 5 (Homo sapiens) + Cyclin-dependent kinase 5 activator 1 (Homo … | Recombinant CDK5/p35, ADP-Glo luminescence, 60 min | inhibition, % at 10 µM | 330,000 compounds, 0.01% hits | AID 488839, 2010;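 active = highest replicate inhibition of at least 50% and at least 75% of replicates reaching 50%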;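 also: plate controls were DMSO neutral control for no effect and GW8510 at 10 µM for full effect; many of its hits are not listed in these tables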
MITF act – activators of MITF-driven TRPM1 promoter reporter, primary screen, cell-based, SK-MEL-5, luciferase, single point. SK-MEL-5 TRPM1-promoter luciferase, 24 h; % of positive control, neutral wells = 0. activation, % at 12.5 µM. 300,000 compounds, 0.75% hits;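 active = mean activation of at least 80% with every replicate also reaching 80%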;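 also: 0% = neutral control wells and 100% = parthenolide positive control wells; values of inactives mirror those of a sister screen read the other way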
PKA-R2B activ – activators of PKA-R2B holoenzyme, primary screen, biochemical, fluorescence polarization, Cy5-IP20, human. activation, % at 11.4 µM. PKA-R2B holoenzyme dissociation; R2B truncated from residue 108, S112A mutant; 0% DMSO only, 100% 113 µM cGMP. cAMP-dependent protein kinase catalytic subunit beta (Homo sapiens) + cAMP-dependent …. 340,000 compounds, 0.079% hits;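 active = activation above a cutoff set at the mean over all compounds plus 3 SD, cut at about 18% in these data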;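 also: higher means more holoenzyme dissociation and a rise in polarization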
Target sequence (P31323 whole entry, looked up, other chains not shown, the tested form may be a part): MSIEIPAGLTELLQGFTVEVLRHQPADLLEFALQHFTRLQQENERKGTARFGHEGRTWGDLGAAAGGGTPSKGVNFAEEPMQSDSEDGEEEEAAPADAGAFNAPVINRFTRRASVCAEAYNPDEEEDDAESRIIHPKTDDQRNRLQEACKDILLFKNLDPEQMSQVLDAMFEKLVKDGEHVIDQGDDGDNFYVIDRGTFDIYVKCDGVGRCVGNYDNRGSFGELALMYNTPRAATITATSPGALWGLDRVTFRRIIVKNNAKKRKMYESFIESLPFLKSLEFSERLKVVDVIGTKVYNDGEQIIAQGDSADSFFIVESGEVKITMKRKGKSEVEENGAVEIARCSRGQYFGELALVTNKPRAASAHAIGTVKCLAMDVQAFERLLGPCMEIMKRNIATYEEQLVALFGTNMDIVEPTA
DSG3 Ab inh – inhibitors of pemphigus antibody binding to DSG3, primary screen, biochemical, bead-based, flow cytometry, scFv-GFP; Desmoglein-3 (Homo sapiens), P32926; DSG3-coupled beads, scFv-anti-DSG3-GFP binding; hits give low values; binding (percent of control), % at 10 µM; 310,000 compounds, 0.48% hits; AID 588358, 2011;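 active = binding more than 3 SD below its plate's average and above zero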;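 also: hits lower antibody fragment binding to DSG3; some compounds called inactive have numbers as strong as hits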
* hit, by the source's call; . = no result given. An unsorted share of the library; about 4.7% have a hit in one of these screens.

SMILES	PKA-R1A activ	dFosB act	SUMO Mot1 rescue	NSD2 HMT inh	SR-BI DiI-HDL act	Arr AP2 block	SR-BI HDL uptake	CDK5 inh	MITF act	PKA-R2B activ	DSG3 Ab inh
O=C(NCCCN1CCCC1=O)c1cccc(NS(=O)(=O)c2ccccc2)c1	-3	1	3	0	15	-9	-15	0.0	0	11	94
C=CCSC(=C(C#N)C#N)c1cc2c([nH]1)CCCC2	11	-13	13	-1	.	3	.	0.8	-36	0	95
CCNS(=O)(=O)c1ccc(NC(=O)Nc2cccc(C(F)(F)F)c2)cc1	-20	-23	-14	-2	2	-2	-2	-1.0	0	-7	99
COc1ccc(-c2cc(=O)oc3c(C)c(OCC(=O)N[C@@H](Cc4ccc(O)cc4)C(=O)O)ccc23)cc1	-6	-16	2	.	-5	5	5	0.0	-10	-5	100
CCOc1cc(CNC(C)C)c(Cl)cc1OCC(=O)NCCc1ccccc1	-9	5	.	29	-78	-6	78*	1.6	-7	0	107
Cc1ccc(C(=O)Oc2ccc(Br)cc2C(=S)N2CCOCC2)cc1	0	-9	-10	14	3	-14	-3	1.6	-6	-11	94
O=C(NCC(=O)N(c1cccnc1)C(C(=O)NCc1ccco1)c1ccccc1)c1ccco1 (centres undefined)	-9	-7	10	-1	22	4	-22	2.7	-11	-1	103
Cc1cc(C)c(C(=O)CSc2nnc(N)s2)cc1C	-9	-2	80	1	13	-4	-13	-6.5	13	-10	95
CCCCOC(=O)Nc1nc2ccc([N+](=O)[O-])cc2s1	.	-4	-21	-2	-9	0	9	0.9	21	.	103
CCOC(=O)CC1(C)OCC(C[N+]2(C)CCCCC2)O1 (centres undefined)	-6	-10	3	-2	8	-6	-8	0.9	1	-2	99
COc1ccc(S(=O)(=O)N2CCCCC2)cc1C(=O)N1CCCCCC1	2	-5	120	-2	-10	-4	10	0.9	-2	-3	112
O=C(Nc1ccccc1N1CCCC1)c1cc2ccccc2o1	-3	4	10	1	-34	1	34	-0.7	.	-12	96
CCc1ccc(/C=C2\SC(=S)N(CCCC(=O)Nc3ccccc3C(=O)O)C2=O)cc1	-8	-3	-1	35	23	20	-23	.	-8	1	.
C=CCN(CC=C)C(=O)CN1C(=O)NC(Cc2c[nH]c3ccccc23)C1=O (centres undefined)	-7	-4	2	1	-3	39	3	-0.6	-9	0	92
CCC(=O)N1CCc2cc(S(=O)(=O)NCCC(=O)NCc3ccccc3OC)ccc21	3	-3	-6	2	10	4	-10	-1.5	-2	-12	.
COc1ccc(C(=O)NCC(=O)OCC(=O)Nc2cccc(S(=O)(=O)N3CCCC3)c2)cc1	-20	-7	7	-3	18	0	-18	1.0	5	2	99
CCn1c(CN2CCN(C(c3ccccc3)c3ccccc3)CC2)nc2c1c(=O)n(C)c(=O)n2C	-4	-10	0	5	5	-1	-5	-1.4	3	-10	103
CCOc1ccccc1OCCOCCOc1ccccc1[N+](=O)[O-]	3	3	-1	-2	-19	34	19	0.4	3	3	98
COc1cc(CNC2CCCC2)cc(Cl)c1OCc1ccccc1F	7	-4	169	.	27	-6	-27	1.7	14	-13	105
Cn1c(SCC(=O)NCC2CCCO2)ncc(C(=O)Nc2ccc(F)cc2)c1=O (centres undefined)	4	-9	8	0	24	37	-24	1.6	-44	6	100
COc1ccc(/C=C/C(=O)Nc2ccccc2C(F)(F)F)cc1	-2	-4	-4	-3	0	-1	0	-0.9	59	3	78
Cc1ccc2cc(C#N)c(SCC(=O)N3CCCc4ccccc43)nc2c1	10	-1	-9	-2	-8	2	8	1.9	4	5	100
O=C(c1cc(COc2ccc(F)cc2Cl)on1)N(CCO)Cc1cccs1	7	2	-16	-3	10	28	-10	-0.2	41	3	96
Clc1ccc(-c2noc3c2-c2nc(Cc4cccc5ccccc45)sc2CC3)cc1	2	8	1	.	-16	35	16	-0.1	.	4	96
CCCCn1c(=N)n(CC(=O)C(C)(C)C)c2ccccc21	2	-4	-16	2	-15	7	15	-2.2	11	-11	107

For convenience, some entries already given.
SMILES	PKA-R1A activ	dFosB act	SUMO Mot1 rescue	NSD2 HMT inh	SR-BI DiI-HDL act	Arr AP2 block	SR-BI HDL uptake	CDK5 inh	MITF act	PKA-R2B activ	DSG3 Ab inh
O=C(NCCCN1CCCC1=O)c1cccc(NS(=O)(=O)c2ccccc2)c1	-3	1	3	0	15	-9	-15	0.0	0	11	94
C=CCSC(=C(C#N)C#N)c1cc2c([nH]1)CCCC2	11	-13	13	-1	.	3	.	0.8	-36	0	95

Further structures follow.
SMILES	PKA-R1A activ	dFosB act	SUMO Mot1 rescue	NSD2 HMT inh	SR-BI DiI-HDL act	Arr AP2 block	SR-BI HDL uptake	CDK5 inh	MITF act	PKA-R2B activ	DSG3 Ab inh
CN1CCN(C(=O)c2cc(S(=O)(=O)Nc3ccccc3F)c(Cl)cc2Cl)CC1	3	0	-6	5	.	-7	.	-0.1	0	2	103
CCN(CC)CCn1c(NCc2ccc3c(c2)OCO3)nc2ccccc21	-8	-1	-7	18	-6	6	6	1.2	2	7	106
COc1ccc(CN(CC(O)COc2cccc3[nH]cc(C)c23)C(C)(C)C)cc1 (centres undefined)	0	2	-1	3	3	-4	-3	0.4	-11	4	99
CCOc1ccc(NC(=O)CN2C(=O)COc3ccc(S(=O)(=O)N4CCCC4)cc32)cc1	-1	-14	5	-2	-28	11	28	-1.8	2	-2	110
CCCCOc1ccc(-c2nnn(CCC(=O)N3CCOCC3)n2)cc1	8	-15	-13	1	-8	-5	8	0.8	60	1	109
N/C(Cc1ccccc1Sc1ccccc1)=N\O	6	-4	8	2	15	-2	-14	.	-2	10	96
O=C(CCc1ccccc1)NNC(=O)c1ccccc1C(=O)O	-4	-4	16	-4	16	-3	-16	0.7	2	-2	107
CC(C)C(C)NC(=O)COc1ncnc2sccc12 (centres undefined)	-6	-6	-18	-4	11	17	-11	1.1	13	2	95
CN(CC(=O)NC(=O)NC(C)(C)C)CC(=O)Nc1ccccc1Cl	-7	-2	1	-1	1	36	-1	0.2	7	7	99
N#Cc1ccc(CSc2nnc(-c3ccccn3)n2-c2ccc(Cl)cc2)cc1	-8	-6	3	3	-14	7	14	0.1	.	-8	97
Cc1cc2c(Nc3ccc(O)cc3)ncnc2s1	1	-8	-9	-1	6	31	-6	4.2	.	1	109
Cc1nc(SCCOc2ccc(F)cc2)c2ccccc2n1	-6	-1	-14	-3	-7	-6	7	-1.5	5	-3	103
Cc1nc2c(C)cccc2c2c1COC2	1	-2	-4	.	13	1	-13	-0.2	.	1	.
COc1ccc2nc(SCCC(=O)O)cc(C)c2c1	1	1	-5	6	.	52	.	-0.2	-4	-3	95
CCOc1ccccc1NC(=O)C1CCN(S(=O)(=O)c2c(C)nn(C)c2C)CC1	-7	0	-1	.	-6	6	6	0.6	.	8	103
CCOc1ccccc1NC(=O)CCS(=O)(=O)c1ccc2c(c1)CC(C)N2C(C)=O (centres undefined)	3	-7	6	1	0	4	0	3.4	-4	-4	103
CCC(=O)c1cn(CC(=O)NCC2CCCO2)c2ccccc12 (centres undefined)	6	-6	-6	1	11	29	-11	-1.0	.	-2	101
CC(=O)Nc1ccc(S(=O)(=O)NCC(=O)NCCCc2ccccc2)cc1	-3	3	-8	-1	.	23	.	0.7	-9	0	.
C[C@H](CO)N1C[C@H](C)[C@@H](CN(C)C(=O)Nc2ccc3c(c2)OCO3)Oc2c(NC(=O)c3ccncc3)cccc2C1=O	10	-4	9	.	16	13	-16	0.2	11	-1	103
CSc1ccc(Cl)c(C(=O)Nc2cc(S(=O)(=O)N3CCOCC3)ccc2N2CCOCC2)c1	1	-3	-5	-1	26	5	-26	0.0	-3	-7	94
O=C(c1cc([N+](=O)[O-])ccc1Cl)N1CCN(c2ccccn2)CC1	-10	-10	25	-1	-7	1	7	0.6	12	1	91
Cc1ccc(-c2nnc(-c3cccs3)o2)cc1	-12	-21	5	.	-6	8	6	0.7	65	-12	104
O=C(CS(=O)(=O)c1cn(Cc2ccc(Cl)cc2)c2ccccc12)N1CCCCC1	-3	2	-9	.	1	28	-1	0.6	.	3	94

Ordered by count of non-hydrogen atoms (descending): 6 of the compounds above.
SMILES	PKA-R1A activ	dFosB act	SUMO Mot1 rescue	NSD2 HMT inh	SR-BI DiI-HDL act	Arr AP2 block	SR-BI HDL uptake	CDK5 inh	MITF act	PKA-R2B activ	DSG3 Ab inh
O=C(NCC(=O)N(c1cccnc1)C(C(=O)NCc1ccco1)c1ccccc1)c1ccco1 (centres undefined)	-9	-7	10	-1	22	4	-22	2.7	-11	-1	103
CSc1ccc(Cl)c(C(=O)Nc2cc(S(=O)(=O)N3CCOCC3)ccc2N2CCOCC2)c1	1	-3	-5	-1	26	5	-26	0.0	-3	-7	94
CCOc1ccccc1NC(=O)C1CCN(S(=O)(=O)c2c(C)nn(C)c2C)CC1	-7	0	-1	.	-6	6	6	0.6	.	8	103
CN1CCN(C(=O)c2cc(S(=O)(=O)Nc3ccccc3F)c(Cl)cc2Cl)CC1	3	0	-6	5	.	-7	.	-0.1	0	2	103
COc1cc(CNC2CCCC2)cc(Cl)c1OCc1ccccc1F	7	-4	169	.	27	-6	-27	1.7	14	-13	105
CCOC(=O)CC1(C)OCC(C[N+]2(C)CCCCC2)O1 (centres undefined)	-6	-10	3	-2	8	-6	-8	0.9	1	-2	99
